Cl transport mod: KCC2 cotransporter modulators, thallium flux, primary screen, cell-based, HEK293 KCC2, FluoZin-2 fluorescence, MLSMR. KCC2 cells, thallium flux FluoZin-2 fluorescence. B-score of Tl+ flux slope (higher = more flux/activation; lower = inhibition) at 10 µM. Solute carrier family 12 member 5 (Homo sapiens), Q9H2X9. 2.2% of 190,000 active;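 active means thallium flux slope and its plate-corrected score both differing from the plate sample mean at a set confidence after two filtering rounds, in either direction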;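 further: slope of fluorescence scaled to starting intensity during 10 to 20 s after thallium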
Wee1 stabilizer: Wee1 degradation inhibitors, primary screen, cell-based, HeLa, Wee1K328M-luciferase, luminescence | Wee1-like protein kinase (Homo sapiens), P30291 | 1.2% of 220,000 active | reporter increase, % at 5 µM | HeLa Luc-Wee1K328M stability; 100% = proteasome inhibitor MG132 effect;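 active means activation above the mean of all tested compounds plus 3 SD, set per screening run, cut at about 8.8% in these data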;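 further: cells exposed to compound for 20 h before luminescence read; 0% = DMSO alone and 100% = MG132 at 30 µM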
KLK5 inh: human KLK5 protease inhibitors, primary screen, biochemical, 1536-well | recombinant hK5, fluorogenic AMC substrate cleavage | inhibition, % at 5 µM | 0.59% of 210,000 active | AID 873, 2007;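 active means inhibition of 40% or more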;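 further: 0% = enzyme controls without compound and 100% = no-enzyme blanks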
Target sequence (Q9Y337 67-293 limits assumed): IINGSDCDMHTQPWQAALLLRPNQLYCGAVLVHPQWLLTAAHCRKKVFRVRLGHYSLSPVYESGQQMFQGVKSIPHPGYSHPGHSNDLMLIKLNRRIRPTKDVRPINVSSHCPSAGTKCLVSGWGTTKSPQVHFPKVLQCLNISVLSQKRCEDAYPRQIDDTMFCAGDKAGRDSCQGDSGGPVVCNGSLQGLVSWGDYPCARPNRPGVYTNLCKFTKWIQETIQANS
p97 inhibitor: inhibitors of human p97 ATPase, primary screen, biochemical; inhibition, % at 8 µM; recombinant p97 ATPase, Kinase-Glo ATP luminescence, 3 h; Transitional endoplasmic reticulum ATPase (Homo sapiens), P55072; 0.42% of 220,000 active; in the data active means inhibition above about 15%;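 further: 0% = DMSO vehicle and 100% = wells lacking enzyme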
Target sequence (P55072 whole entry, looked up): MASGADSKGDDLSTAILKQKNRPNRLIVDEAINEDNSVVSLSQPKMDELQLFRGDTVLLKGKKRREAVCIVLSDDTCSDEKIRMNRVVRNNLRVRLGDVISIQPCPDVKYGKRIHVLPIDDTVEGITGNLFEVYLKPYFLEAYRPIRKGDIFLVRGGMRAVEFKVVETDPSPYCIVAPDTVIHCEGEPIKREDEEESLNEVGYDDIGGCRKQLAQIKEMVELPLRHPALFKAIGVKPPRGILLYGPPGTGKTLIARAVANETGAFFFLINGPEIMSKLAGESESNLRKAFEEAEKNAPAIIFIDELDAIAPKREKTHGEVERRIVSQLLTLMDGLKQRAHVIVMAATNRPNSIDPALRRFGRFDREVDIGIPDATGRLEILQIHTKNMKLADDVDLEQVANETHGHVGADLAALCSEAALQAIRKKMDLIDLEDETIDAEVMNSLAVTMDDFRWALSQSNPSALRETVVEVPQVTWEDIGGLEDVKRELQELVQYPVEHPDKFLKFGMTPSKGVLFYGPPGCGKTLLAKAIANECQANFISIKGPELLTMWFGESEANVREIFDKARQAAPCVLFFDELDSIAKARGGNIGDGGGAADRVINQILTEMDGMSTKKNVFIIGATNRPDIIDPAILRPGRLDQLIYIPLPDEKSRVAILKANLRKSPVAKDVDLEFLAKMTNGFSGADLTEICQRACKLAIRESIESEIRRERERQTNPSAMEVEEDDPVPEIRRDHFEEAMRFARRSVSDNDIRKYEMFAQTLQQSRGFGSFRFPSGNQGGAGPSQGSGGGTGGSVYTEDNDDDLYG
FXIIa inh 1536: human FXIIa protease inhibitors, primary screen, biochemical, 1536-well. purified FXIIa, Boc-QGR-AMC fluorogenic substrate, 2 h. inhibition, % at 5 µM. 0.3% of 220,000 active; in the data active means inhibition above about 40%;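 further: 0% = enzyme with no compound and 100% = blank without enzyme; many of its hits are not listed in these tables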
Thrombin inh: human alpha-thrombin inhibitors, primary screen, counter-screen for coagulation protease inhibitor project, biochemical, 1536-well, fluorogenic AMC substrate; Prothrombin (Homo sapiens), P00734; inhibition, % at 5 µM; Boc-VPR-AMC fluorogenic substrate cleavage; AID 1046, 2008; 0.26% of 220,000 active;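 active means inhibition at or above 40%; inactive means inhibition below 40%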;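 further: 0% = enzyme with no compound and 100% = wells without enzyme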
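System – human alpha-thrombin protein · Reagent – Boc-VPR-AMC substrate, 15 µM final · Compound – 5 µM single dose in 0.2% DMSO · Schedule – reaction at room temperature · Technique – AMC fluorescence at 355 nm excitation and 460 nm emission · Read-out basis – % inhibition relative to enzyme controls and enzyme-free blanks · Control set – no-compound enzyme wells and no-enzyme blanks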
Furin inhibitor: human furin inhibitors, primary screen, biochemical, fluorescence intensity; P09958; purified furin, fluorogenic substrate cleavage; inhibition, % at 30 µM; 0.061% of 220,000 active; AID 463115, 2010; in the data active means inhibition above about 25%; further: inactives centre near -15
PERK inhibitor: block of dimerizer-induced PERK translation repression, primary screen, PERK inhibitor project, CHO PERK-DD cells, SEAP luminescence, HTS | 0.17% of 220,000 active | CHO PERK-DD fusion, SEAP luminescence translation reporter | inhibition, % at 5.6 µM | AID 1416, 2008;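 active means inhibition above the mean inhibition of all tested compounds plus 3 SD, set separately per screening campaign, cut at about 2.9% in these data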;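 further: PERK kinase domain activated by AP20187 dimerizer at 100 nM; 0% = DMSO with dimerizer and 100% = rapamycin at 8.4 µM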
FXIa inh 1536: human FXIa protease inhibitors, primary screen, biochemical, 1536-well; Coagulation factor XI (Homo sapiens), P03951; purified FXIa, Boc-Glu-Ala-Arg-AMC fluorogenic substrate; inhibition, % at 5 µM; 0.14% of 220,000 active; AID 798, 2007;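 active means inhibition of at least 40%; inactive means inhibition below 40%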;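 further: fluorescence of freed AMC excited at 355 nm; 0% = enzyme without compound and 100% = no enzyme blank; many of its hits are not listed in these tables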
Active calls of the source: *; nt = not tested or not shown; [ ] = another dose, or the depositor's remark.

SMILES	Cl transport mod	Wee1 stabilizer	KLK5 inh	p97 inhibitor	FXIIa inh 1536	Thrombin inh	Furin inhibitor	PERK inhibitor	FXIa inh 1536
Cn1c(=O)c2c(nc(SCCN3CCOCC3)n2Cc2ccc(F)cc2)n(C)c1=O	-0.22	-2	52*	0	6	10	-15	-1.1	16
O=C1CN(C(=O)c2ccccc2F)c2ccccc2N1	0.24	-1	3	0	5	1	-26[20 µM]	0.2	2
CCN1CCc2c(C#N)c(N3CCOCC3)nc(N3CCOCC3)c2C1	0.011	0	-21	-3	-6	-11	-28[20 µM]	-1.6	-4
CCc1cccc(C)c1NC(=O)C1CC=CCC1C(=O)O (stereo unspecified)	0.51	-1	-23	3	-1	0	-8	-0.3	-3
CCc1nc(CN2CCCC(C(=O)c3ccc4c5c(cccc35)CC4)C2)c(C)[nH]1 (stereo unspecified)	-1.6	0	1	0	7	-7	3	-0.4	-1
O=C(CCCC(=O)N(CC(=O)NC1CCCCC1)CC1CCCO1)Nc1ccccn1 (stereo unspecified)	0.92	-1	2	-3	20	7	-13	-0.5	4
COc1ccc(C(=O)CSc2ccc(-c3ccccc3)nn2)cc1	-5.2	-1	-1	-5	5	-1	-5	-0.1	2
COc1ccc(C2=NCCn3cccc32)c(OC)c1	2.4	1	41*	-6	10	12	-12	-1.0	2
CCOc1ccc(N2C(=O)c3ccccc3C2O)cc1 (stereo unspecified)	0.032	1	4	6	7	-7	-34	-0.1	2
O=C(C[n+]1ccc(/C=C/c2ccccc2)cc1)c1ccc2c(c1)OCCO2	-0.68	1	-4	8	0	-10	1	-0.4	-4
COCn1c(COc2ccc3ccccc3c2)nc2ccccc21	-2	-1	-4	-1	17	5	-14[20 µM]	-1.6	7
O=C(Nn1cnnc1)C(Sc1ccccc1)c1ccccc1 (stereo unspecified)	nt	-3	-1	-2	12	3	-17	0.2	3
COc1ccc(Cn2nnnc2C(c2ccc3ncccc3c2)N2CCN(C3CCCCC3)CC2)cc1 (stereo unspecified)	-0.0049	2	2	-1	9	-7	-20	-1.4	-1
COc1ccc(F)c(-c2nc(CN3CCC(c4ccccc4)CC3)c(C)o2)c1	1.4	-1	-1	-7	4	-5	-16	-0.4	0
CC1(C)Cc2c(c(-c3ccco3)nc3n[nH]c(N)c23)CO1	nt	-1	-14	4	18	2	-7	0.3	1
Cc1ccc(SCCNC(=O)C(C)C)cc1	-0.013	-1	3	6	5	-1	-17[20 µM]	1.2	4
CCCC(=O)NC(=S)c1c(C)n(C)n(-c2ccccc2)c1=O	-0.18	3	-4	3	nt	-5	-3	0.1	-5
CCNc1nc(NC(C)C)nc(Oc2ccc(=O)n(C)n2)n1	0.045	0	2	-3	6	-6	-27	1.4	-2
COCCn1nnnc1C(C(C)C)N1CCOCC1 (stereo unspecified)	-0.034	-1	29	-6	10	2	-11	0.6	1
O=C(CSc1nc2cc(Cl)ccc2s1)Nc1cccc(S(=O)(=O)N2CCOCC2)c1	3.1*	0	-3	7	10	21	-22	0.3	1
Cc1c(C(=O)NCc2ccccc2Cl)oc2c1C(=O)CCC2	0.006	-2	19	2	16	9	-32	-0.5	5
Cc1cc(C(=O)O)sc1C	0.1	-1	16	7	-6	-6	-21	2.2	-13
O=C(CCC(=O)c1ccc(F)cc1)OC1CCOC1=O (stereo unspecified)	nt	0	-2	1	7	5	-24	-0.3	0
O=C(Cc1ccc([N+](=O)[O-])cc1)N1N=C2CCCCC2C1(O)C(F)(F)F (stereo unspecified)	-0.99	1	-4	5	2	0	1	2.2	25
CCOC(=O)C1CCCN(S(=O)(=O)c2cn(C)c(=O)n(C)c2=O)C1 (stereo unspecified)	0.073	-1	5	17*	8	-8	-5	2.1	-2
COc1cc(NC(=O)Cc2ccccc2)c(C(=O)O)cc1OC	nt	0	1	3	4	-3	-28	0.2	-2
CC(C)(C)NC(=S)N/N=C\c1ccc(-c2ccc([N+](=O)[O-])cc2)o1	0.85	0	4	4	8	0	-12	1.0	2
COc1ccc(CCNc2oc(-c3ccc(C)cc3)nc2C#N)cc1OC	0.09	1	-8	1	3	-8	-32	0.6	-3
O=S(=O)(Nc1nc2ccccc2nc1NCCO)c1cccc(Cl)c1	-0.14	-2	-2	-3	16	1	-22	-0.1	-1
CCn1c(SCC(=O)c2cc(C)n(CC3CCCO3)c2C)nc2ccccc21 (stereo unspecified)	-1.6	-3	1	-2	10	-2	-8	0.6	-7
CCC(C)C(=O)Nc1nnc(-c2cccs2)s1 (stereo unspecified)	-0.0074	7	-7	2	12	4	-26	-1.4	1
COc1ccc(-c2cc(C(=O)NNC(=S)NC(=O)c3c(-c4ccccc4)noc3C)[nH]n2)cc1	-0.45	0	-20	6	2	2	-22	1.5	13
CCC(CC)c1nnc(NC(=O)CCCN2C(=O)c3ccccc3C2=O)s1	nt	0	-4	-2	15	2	-22[20 µM]	-1.0	-6
c1ccc(Sc2cccc3ccccc23)c(CNC2=NCCN2)c1	-0.033	-1	-22	1	3	-5	-6	-0.2	-1
Cc1cccn2c(CNCCCOc3cccnc3)c(C(=O)N3CCOCC3)nc12	-0.25	2	-6	-2	8	0	-14	-1.4	-6
CCOC(=O)CNC(=O)c1cn(CC(C)C)c(=O)c2cc(OC)c(OC)cc12	-0.13	0	-11	5	6	-7	-14[20 µM]	-0.5	1
C=CCSc1nccc(=O)[nH]1	-0.37	0	-27	1	3	-10	-18	0.7	5
Cc1cc(C)n(-c2nc(C)nc(N)n2)n1	0.12	-1	-8	5	13	2	-18[20 µM]	0.8	2
CSc1ccc(/C=N/NC(=O)c2cccc(O)c2)cc1	-0.66	-1	3	-11	10	-2	-8[20 µM]	0.3	14
COC(=O)CSc1ncnc2c1sc1nc(N3CCOCC3)c3c(c12)CCCC3	0.81	6	-3	1	-3	-7	-21[20 µM]	1.2	-10

An excerpt from above in order of their number in KLK5 inh, highest first.
SMILES | KLK5 inh
O=C(CCC(=O)c1ccc(F)cc1)OC1CCOC1=O (stereo unspecified) | -2
Cc1cccn2c(CNCCCOc3cccnc3)c(C(=O)N3CCOCC3)nc12 | -6
C=CCSc1nccc(=O)[nH]1 | -27

The listing continues:
SMILES	Cl transport mod	Wee1 stabilizer	KLK5 inh	p97 inhibitor	FXIIa inh 1536	Thrombin inh	Furin inhibitor	PERK inhibitor	FXIa inh 1536
COc1ccc(S(=O)(=O)N(C)c2ccc(C(=O)N3CCC(C(N)=O)CC3)cc2)cc1	-0.72	-2	-16	4	21	0	-14[20 µM]	-0.2	4
Cn1cc(CN2CCC(C(O)CCc3ccccc3)CC2)c(-c2ccccc2F)n1 (stereo unspecified)	nt	-2	nt	-2	10	2	-18	0.8	1
CCOC(=O)C1(CC2CCCCO2)CCN(Cc2c(C)cc(C)cc2-n2cccn2)CC1 (stereo unspecified)	nt	-2	nt	-4	3	-4	-25	0.8	-2
CC1C2CC(CC1(C)C)N(C(=O)Nc1ccc3nccnc3c1)C2 (stereo unspecified)	-0.015	-2	-2	5	1	-4	0	-1.2	-1
COc1ccc(C(=O)N2CCN(c3ccccc3OC)CC2)cc1	-1.5	-1	-21	2	10	6	-16	0.3	-2
c1ccc(CSc2ncnc3c2cnn3Cc2ccccc2)cc1	-0.23	-3	-1	0	4	-6	-21[20 µM]	0.9	-4
CCc1ccc(NC(=O)CSc2nnc(Cn3c(=O)sc4ccccc43)n2C)cc1	-0.3	5	-1	0	3	2	-24	0.0	-7
c1coc(CN(Cc2ccco2)c2ncnc3c2oc2ccccc23)c1	-1.8	-3	-6	-7	2	-5	-8[20 µM]	-1.0	-5
CCCCOc1ccccc1NC(=O)c1scc2c1OCCO2	-0.16	-2	0	16*	4	1	-23	0.0	3
CC(NC(=O)Nc1ccccc1)C(c1cccs1)N1CCOCC1 (stereo unspecified)	0.86	0	-7	-10	13	-11	-11	-0.5	3
Cc1ccc(C)c2nc3sc(C(=O)O)cc3cc12	-0.94	0	-4	12	4	1	-16	1.0	-2
O=C(Oc1ccc(OC(=O)c2ccco2)c(S(=O)(=O)c2ccc(Cl)cc2)c1)c1ccco1	0.047	3	-10	11	11	0	-13	0.8	5
CCCCOc1ccc(C(=O)NCc2ccncc2)cc1	-0.16	-4	-7	3	16	0	0[20 µM]	0.4	6
Cc1ccc(S(=O)(=O)/N=C2/NC(=O)/C(=C/c3cccnc3)S2)cc1	-0.053	-1	-20	4	15	4	-19[20 µM]	0.7	4
CCOC(=O)c1cnc(-n2nc(C)cc2C)nc1Oc1ccccc1F	-2.9	-2	-1	-5	10	0	-16	-0.2	1
Cc1ccc(Nc2nc(CSc3nnc(-c4ccccc4C)n3C)cs2)cc1	-0.4	1	-7	3	7	-9	-10	-1.0	2
O=C(CN1N=C(c2ccc(Cl)cc2)CCC1=O)NCc1cccnc1	0.55	0	-24	-4	-1	-4	-5	-0.4	-1
CCN(CC)S(=O)(=O)c1cccc(C(=O)Nc2cc3oc4ccccc4c3cc2OC)c1	-0.00042	-1	-3	8	12	3	-29	1.0	8
Cc1c(NC(=O)C2CCCCC2)cc(C(=O)N2CCOCC2)cc1[N+](=O)[O-]	nt	-2	2	1	9	-1	-18	-0.1	-1
O=c1[nH]ncn1-c1cccc(C(F)(F)F)c1	nt	-1	-8	-8	12	0	2[20 µM]	-0.8	-1
CCc1cccc(C)c1NC(=O)Cn1c(NCCO)nc2ccccc21	1.1	-4	0	4	-4	-8	-14	0.7	-6
O=C(COc1ccc(Br)cc1)Nc1ccc(Cc2ccncc2)cc1	-2.4	1	-22	2	-7	3	-14	0.5	-3
O=C(CN1CCN(S(=O)(=O)c2ccc3ccccc3c2)CC1)NC(=O)NC1CCCCC1	0.027	4	-2	5	10	-3	-23[20 µM]	-1.7	2
CC12CC(NC(=O)N1c1cccc(C(=O)NCc3ccccc3)c1)c1ccccc1O2 (stereo unspecified)	nt	0	6	-5	14	5	-7[20 µM]	-1.1	17
CCOP(=O)(OCC)C(Nc1ccc(C)cc1)c1ccco1 (stereo unspecified)	0.39	2	-26	2	8	3	-28	1.4	-3
CN(C)C(=O)CSc1ncnc2scc(-c3ccccc3)c12	0.97	-1	-4	3	3	-11	-25	0.3	-2
Cc1scc(C(=O)N/N=C/c2ccc(OC(C)C)cc2)c1C	0.049	2	0	-5	16	1	-11[20 µM]	-1.3	4
COCCn1c(C)cc(C(=O)CSc2nnc3scc(-c4ccc(Cl)cc4)n23)c1C	0.87	2	nt	0	nt	nt	-17[20 µM]	0.1	nt
CCc1ccc(C(=O)N2CCCC2)s1	0.17	0	6	2	10	1	-23[20 µM]	0.5	-3
CC(C)c1cc(C(=O)Nc2cc(Br)ccc2O)no1	nt	7	5	3	-4	3	-26[20 µM]	0.7	-2

p97 inhibitor: hit marks shown above
smiles	Cl transport mod	Wee1 stabilizer	KLK5 inh	p97 inhibitor	FXIIa inh 1536	Furin inhibitor	PERK inhibitor	FXIa inh 1536
CCOC(=O)C1CCCN(S(=O)(=O)c2cn(C)c(=O)n(C)c2=O)C1 (stereo unspecified)	0.073	-1	5	17*	8	-5	2.1	-2
CCCCOc1ccccc1NC(=O)c1scc2c1OCCO2	-0.16	-2	0	16*	4	-23	0.0	3

Compound activity as filed in PubChem BioAssay.
